# Screening data (PubChem)
# RmlCD inh 1536: inhibitors of Mycobacterium tuberculosis RmlC and RmlD coupled enzymes. inhibition, % at 3.6 µM. P9WH09+P9WH11. AID 1533. RmlC+RmlD coupled enzyme assay, percent inhibition; primary screen in compound mixtures. 160,000 tested, 0.03% active; in the data active = inhibition mostly above about 34%, no sharp cut-off; note: some results filed as inactive read as strong as hits
# Target sequence (P9WH09 whole entry, looked up): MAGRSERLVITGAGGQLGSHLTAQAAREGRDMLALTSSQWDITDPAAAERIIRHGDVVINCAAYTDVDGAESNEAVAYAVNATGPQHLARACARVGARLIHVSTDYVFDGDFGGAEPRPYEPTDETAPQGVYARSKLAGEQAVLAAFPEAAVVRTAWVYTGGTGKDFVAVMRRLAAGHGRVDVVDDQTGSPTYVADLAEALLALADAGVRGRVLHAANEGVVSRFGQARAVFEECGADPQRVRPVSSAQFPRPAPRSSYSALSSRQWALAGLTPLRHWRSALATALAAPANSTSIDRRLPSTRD
# Target sequence (P9WH11 whole entry, looked up): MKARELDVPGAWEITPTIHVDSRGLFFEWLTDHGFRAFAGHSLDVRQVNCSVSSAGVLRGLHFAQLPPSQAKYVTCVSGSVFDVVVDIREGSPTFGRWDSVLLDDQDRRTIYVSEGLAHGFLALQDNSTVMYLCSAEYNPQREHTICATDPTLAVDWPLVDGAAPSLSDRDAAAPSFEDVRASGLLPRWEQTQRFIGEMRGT
# GlmU inhibition: inhibition of mycobacterial GlmU enzyme – biochemical, glucosamine-1-phosphate acetyltransferase (AID 1376); M. tuberculosis GlmU acetyltransferase enzyme assay; higher % means a stronger effect; one-dose inhibition, %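 (tested at 30 µM in the primary screen)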; IC50 in µM for titrated hits; 220,000 tested, 0.25% active; in the data active = inhibition above about 13%;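 note: 0% = complete reaction with vehicle and 100% = reaction without substrate; strong numbers were not always called active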
# Numbers without * were called inactive; nt = not tested or not shown. Only part of the results is shown; count on the stated rates, not on these rows.
SMILES,RmlCD inh 1536,GlmU inhibition
O=C(O)C1=C[C@@H](c2ccc3c(c2)OCO3)C[C@@H](OCc2ccc(CO)cc2)O1,nt,6.3%
COc1ccc(CCc2nnc(CCC(=O)NCCc3ncccc3C)o2)cc1,4,8.4%
O=C(CNC(=S)N(Cc1ccccc1)Cc1cccnc1)NCc1ccccc1,-17,2.1%
Brc1ccc2nc(-c3c[nH]c4ccccc34)cn2c1,9,7.0%
Cc1nn(CC(=O)Nc2ccc(C#N)cc2)c(C)c1[N+](=O)[O-],-4,-4.1%
Cc1cc(O)cc2c1C(c1ccc(F)cc1)CC1(CC(C)(C)NC(=S)N1)O2 (centres undefined),-6,1.7%
Cc1ccc(/C=N/NC(=O)Cn2ccc(C(F)(F)F)n2)o1,-10,0.7%
O=C1NC(=O)N(Cc2ccco2)C(=O)/C1=C\c1cccn1CCOc1ccccc1,-7,-4.5%
CCOC(=O)/C(C#N)=C/c1ccc(N2CCN(C)CC2)cc1,-6,-4.4%
Cc1cc2ncn(CCOc3ccccc3)c2cc1C,-6,nt
O=C(O)C1CCCCC1C(=O)Nc1ccc(-c2ccccc2)cc1 (centres undefined),-4,2.3%
CC(C)(C)C1CCc2c(sc(NC(=O)c3cccs3)c2C(N)=O)C1 (centres undefined),nt,1.4%
CS(=O)(=O)N1CCN(C(=O)c2ccccc2)C1,nt,-2.0%
COc1ccccc1CN1C[C@@H]2C[C@@H](c3[nH]c4c(C)cccc4c3C)N3CCC[C@@]23C1=O,-2,-1.6%
Cc1cc(NC(=O)CCC(=O)N(CC2CCCO2)C(C(=O)NC2CCCC2)c2cccnc2)no1 (centres undefined),1,0.0%

# Some of the entries so far, bar-delimited.
Molecule | RmlCD inh 1536 | GlmU inhibition
Cc1nn(CC(=O)Nc2ccc(C#N)cc2)c(C)c1[N+](=O)[O-] | -4 | -4.1%
Cc1cc(O)cc2c1C(c1ccc(F)cc1)CC1(CC(C)(C)NC(=S)N1)O2 (centres undefined) | -6 | 1.7%
Cc1ccc(/C=N/NC(=O)Cn2ccc(C(F)(F)F)n2)o1 | -10 | 0.7%
O=C1NC(=O)N(Cc2ccco2)C(=O)/C1=C\c1cccn1CCOc1ccccc1 | -7 | -4.5%
CCOC(=O)/C(C#N)=C/c1ccc(N2CCN(C)CC2)cc1 | -6 | -4.4%
Cc1cc2ncn(CCOc3ccccc3)c2cc1C | -6 | nt
O=C(O)C1CCCCC1C(=O)Nc1ccc(-c2ccccc2)cc1 (centres undefined) | -4 | 2.3%

# An excerpt from above in order of count of non-hydrogen atoms, largest number first:
SMILES,RmlCD inh 1536,GlmU inhibition
Cc1cc(NC(=O)CCC(=O)N(CC2CCCO2)C(C(=O)NC2CCCC2)c2cccnc2)no1 (centres undefined),1,0.0%
CCOC(=O)/C(C#N)=C/c1ccc(N2CCN(C)CC2)cc1,-6,-4.4%
CS(=O)(=O)N1CCN(C(=O)c2ccccc2)C1,nt,-2.0%

# (list continues)
SMILES,RmlCD inh 1536,GlmU inhibition
COc1cc(NC(=O)c2ccccc2NS(=O)(=O)c2ccc(Cl)s2)cc(OC)c1,8,6.8%
COc1ccc2nc(/C=N/NC(=O)[C@@H]3CCCN3C(=O)OC(C)(C)C)ccc2c1,nt,4.5%
O=C(N/N=C/c1cc(Cl)ccc1O)c1ccncc1,-4,-4.5%
Cc1cc(NC(=O)c2ccccc2Cl)no1,7,2.2%
O=C(COC(=O)Cc1cccs1)Nc1ccccc1,nt,-0.4%
O=C1CCC([N+](=O)[O-])C(c2ccccc2Cl)N1 (centres undefined),-7,7.1%
Cc1ccc(NC(=S)N2CCN(C(=O)C3CCCO3)CC2)c(C)c1 (centres undefined),13,3.3%
CC(=O)N/C(=N\OCc1ccc(Br)cc1)c1nonc1NC(C)=O,8,-0.3%
CC12COC3(C(=O)NCCc4ccccc4)CC1CCC32C (centres undefined),4,-0.3%
COc1ccc2nnc(-c3ccccc3)n2n1,5,3.7%
C#Cc1ccc([C@@H]2C=C(C(=O)NCc3nc4ccccc4[nH]3)O[C@H](OCC)[C@H]2CCCO)cc1,nt,-2.0%
COc1ccc(C2C(C(=O)Nc3cc(C)on3)c3ccccc3C(=O)N2C)cc1 (centres undefined),-3,0.0%
C=C(C)CN(CC)CCC(=O)Nc1ccc(OC)cc1OC,nt,1.4%
CCN(C1CCCCC1)S(=O)(=O)c1ccc(S(=O)(=O)NCc2ccncc2)cc1,14,-1.3%
Cc1cc(C)c2oc(C(=O)N(Cc3ccccc3)C3CCS(=O)(=O)C3)cc(=O)c2c1 (centres undefined),nt,1.0%
COc1ccc(NC(=O)CCNS(=O)(=O)c2ccc3c(c2)c(=O)n(C)c(=O)n3C)cc1OC,-8,-2.2%
COc1cc(Br)c(CCNC(=O)c2ccco2)cc1OC,nt,-0.1%
CC1(OC(=O)CCc2ccccc2)C(=O)C=C2C=C(c3ccsc3)OC=C2C1=O (centres undefined),-8,4.1%
CN1CCCN(c2ccc([N+](=O)[O-])cc2)CC1,-6,4.1%
CCOC(=O)N1CCN(c2c(N3CCN(c4cc(C)ccc4C)CC3)c(=O)c2=O)CC1,nt,0.7%
CC(C)OC(=O)CCC(=O)Nc1ccc(F)cc1,2,-6.7%
c1ccc2cc3[nH]c(CN4CCCCC4)nc3cc2c1,-5,0.7%
COc1ccc(CCNc2oc(-c3ccccc3OC)nc2C#N)cc1,nt,5.4%
O=C(Nc1nnc(C2CC2)o1)c1ccc(S(=O)(=O)N2CCc3ccccc3C2)cc1,nt,1.1%
O=C(CCCC(=O)OCC(=O)c1ccc(F)cc1)Nc1cc(C(F)(F)F)ccc1Cl,nt,-3.4%
Cc1ccc(NC(=O)CN2C(=O)C3C4C=CC(C4)C3C2=O)cc1S(=O)(=O)N(C)C (centres undefined),nt,1.6%
COc1cc(C2Nc3ccccc3C(=O)N2c2ccccc2)c(Br)cc1OCC(=O)O (centres undefined),0,-5.5%
Cc1ccc(-n2c(SCC(=O)Nc3ccc4c5c(cccc35)CC4)nc(O)c(C)c2=O)cc1,-12,1.6%
CCCCCCC(=O)N1CCN(c2cc3c(cc2F)c(=O)c(C(=O)O)cn3CC)CC1,nt,3.1%
CC(C)(C)N1C(=O)c2ccccc2NC(=O)N1Cc1ccccc1,0,-6.1%
O=C(CCN1CCOCC1)Nc1c(-c2ccccc2)c2cc(Br)ccc2[nH]c1=O,-15,2.9%
CS(=O)(=O)n1nc(OC(=O)c2cccc3ccccc23)cc1N,1,-2.5%
C/C(=N/NC(=O)c1cc2ccccc2cc1O)C1C(=O)c2ccccc2C1=O,13,7.4%
COCCn1nnnc1SCC(=O)Nc1ccc2c(c1)OCO2,1,2.8%
CCC(=O)Nc1ccc(NC(=O)CSc2nc3cc4c(cc3cc2C)CCC4)cc1,-1,-4.3%
COc1ccc(-n2c(O)c(/C=N/NS(=O)(=O)c3cc(C)ccc3C)c3ccccc3c2=O)cc1OC,-14,-1.8%
CCOC(=O)c1cncn1[C@H](C)c1ccccc1,-8,3.4%
NC(C(=O)O)C(c1ccccc1)C(F)F (centres undefined),13,0.0%
Cc1cc(C)c(S(=O)(=O)N(CC(=O)N2CCOCC2)C2CCCCC2)c(C)c1,nt,-4.2%
CCOC(=O)N1CCN(C(=O)C2CCC(CNS(=O)(=O)c3ccccc3)CC2)CC1 (centres undefined),-3,2.5%
O=C(Nc1nncs1)c1cccc(S(=O)(=O)N2CCCC2)c1,7,-0.7%
Cc1ccc(-n2c(SCC(=O)Nc3cc(C)on3)nc3c([nH]c4ccccc43)c2=O)cc1,-11,nt
COc1cc(S(=O)(=O)N2CCCCCC2)ccc1Cl,11,-6.6%
CCOc1ccc(/C=C(\C(=O)O)c2ccc(S(=O)(=O)N3CCOCC3)s2)cc1OC,1,3.4%
COc1ccc(CC(=O)Nc2cc(=O)n(C)c(=O)n2C)cc1,-11,-1.3%
CCOc1ccc(/C=C(/NC(=O)c2ccccc2Cl)C(=O)O)cc1,-17,3.4%
O=c1[nH]ncc(N2CCCCCC2)c1Cl,11,-0.1%
COc1cc(Br)cc2cc(C(=O)N3CCN(c4ccccn4)CC3)c(=O)oc12,9,0.6%
COc1ccc(CCN2C(=O)C3C4C=CC(C5CC45)C3C2=O)cc1OC (centres undefined),7,-1.4%
COc1ccccc1/C=C/C(=O)Nc1cccc(C(C)=O)c1,nt,-4.2%
COC(=O)C(O)(c1ccc(N(C)C(=O)COc2ccccc2)cc1)C(F)(F)F (centres undefined),17,-2.9%
Cc1ccc2oc(-c3cccc(NC(=O)c4cc(-n5cnnc5)ccc4Cl)c3)nc2c1,nt,-6.0%
CC(C)Cn1c(O)c(/C=C2\C=NN=C2c2ccccc2)sc1=S,0,-0.5%
Cc1ccc(NC2CC(C)NC(=S)N2)cc1 (centres undefined),-10,5.1%
COc1ccc(-n2c(C)cc(C(=O)COC(=O)Cc3n[nH]c(=O)c4ccccc34)c2C)cc1,20,4.8%
CC(=O)N/C(=C\c1cccc([N+](=O)[O-])c1)C(=O)NC(C)C,nt,1.0%
COc1c(O)cc2oc(-c3ccc(O)cc3)cc(=O)c2c1O,9,10%
O=C(CSc1nn(-c2ccc(Cl)cc2)c(=S)s1)NCC1CCCO1 (centres undefined),15,7.2%
O=C(c1ccc(Cl)s1)N1CCc2ccccc21,nt,-4.4%
O=C(CNC(=S)N(Cc1ccc(F)cc1)C1CCCCC1)NCCN1CCOCC1,4,-0.7%
# (next part)
SMILES,RmlCD inh 1536,GlmU inhibition
COC(=O)CSc1nnc(Cc2cc(=O)[nH]c(=O)[nH]2)n1-c1cccc(OC)c1,19,2.8%
COc1ccc(NC(=O)COc2nsnc2N2CCOCC2)cc1,-8,-0.5%
COc1cc([N+](=O)[O-])cc(/C=N/NC(=O)c2cccnc2)c1O,-1,6.7%
Cc1cc2c(cc1C)CN(c1ccccc1)C2,-11,6.1%
Cc1cccc(-n2nnc3cnn(C)c3c2=O)c1,nt,8.1%
Cc1cc(=O)[nH]c2c(N=Nc3ccc(O)cc3)c(N)nn12,nt,10%
O=C(COC(=O)CCc1nc2ccccc2c(=O)[nH]1)Nc1ccc(Cl)cn1,-1,1.8%
Cc1ccc(NC(=O)/C(=C\c2cccc(Br)c2)NC(=O)c2ccco2)cc1,-2,3.6%
CCOC(=O)c1cc2c(ccn2C)n1CC(=O)N(C)C,8,1.1%
OCCNCc1cc(Br)ccc1OCc1ccc(Cl)cc1Cl,9,-3.9%
COc1ccc(C(=O)NCCSC2CCCCC2)cc1,nt,-1.7%
NC(=O)NNc1cccc(Cl)n1,-4,3.0%
CCCCCCn1c(COc2ccccc2F)nnc1SCC(=O)c1c(N)n(C)c(=O)n(C)c1=O,6,-0.7%
Cc1nc(N)ncc1Sc1ccc(Cl)cc1,17,-4.8%
COC(=O)c1cc(NCc2cccs2)ccc1N1CCOCC1,nt,1.1%
CCC1S/C(=N/N=C/c2ccco2)NC1=O (centres undefined),-11,7.1%
O=C(Cn1c(=O)oc2cc(S(=O)(=O)N3CCc4ccccc43)ccc21)N1CCCCC1,-5,0.7%
COc1cc(C(C(=O)NC2CCCCC2)N(CCN2CCOCC2)C(=O)C2COc3ccccc3O2)cc(OC)c1OC (centres undefined),2,7.0%
Cc1ccc(-c2cn3c(n2)SCC3)cc1,0,5.4%
COc1ccc(N2C(=O)CSC2c2cccc(F)c2)c(OC)c1 (centres undefined),nt,5.7%
CCCc1nnc(SCC(=O)N2CCOCC2)n1C,nt,2.2%
COc1cc2cc(Oc3ccc4ccc(=O)oc4c3)c(=O)oc2cc1OC1OC(COC(=O)CC(C)(O)CC(=O)O)C(O)C(O)C1O (centres undefined),nt,0.2%
O=C1OCCC1N1C(=O)c2ccccc2S1(=O)=O (centres undefined),nt,1.7%
CCOc1cccc(C(=O)Nc2cccc(C(=O)NCC(C)C)c2)c1,nt,0.2%
Cc1ccc(OCC(=O)N2CCN(C(=O)c3cccc(F)c3)CC2)cc1,3,7.2%
O=C(NC(=O)c1cccc(F)c1)OC[C@@H]1CCCN2CCCC[C@H]12,8,4.3%
CCC(=O)Nc1c(C#N)c2nc3ccccc3nc2n1-c1ccccc1C,-7,3.5%
O=C(NCCN1C(=O)C2C3C=CC(C3)C2C1=O)Nc1ccc(Br)cc1 (centres undefined),15,5.0%
CCn1c(SCC(N)=O)nc2c1c(=O)n(C)c(=O)n2C,13,2.2%
CCN(C(=O)COc1ncnc2sccc12)c1ccccc1,2,2.4%

# Taken from above.
# For RmlCD inh 1536, COc1cc(C(C(=O)NC2CCCCC2)N(CCN2CCOCC2)C(=O)C2COc3ccccc3O2)cc(OC)c1OC (centres undefined) reads 2
# For GlmU inhibition, CCOC(=O)/C(C#N)=C/c1ccc(N2CCN(C)CC2)cc1 reads -4.4%

# Further compounds follow.
SMILES,RmlCD inh 1536,GlmU inhibition
CCOc1ccc(OCC)c(NC(=O)CSc2nc3cccnc3n2C)c1,nt,2.7%
Cc1noc(NS(=O)(=O)c2ccc(NC(=O)c3ccoc3C)cc2)c1C,nt,-3.7%
CC(C)(C)NC(=O)N1CCn2cccc2C1c1ccccc1F (centres undefined),-10,0.1%
S=c1[nH]nc(-c2cccc(Cl)c2)n1/N=C/c1ccco1,16,1.4%
COc1ccc(C2/C(=C(/O)c3ccccc3)C(=O)C(=O)N2CCO)cc1 (centres undefined),-1,-1.5%
CC1=CC(=C2C(=O)c3ccccc3C2=O)C=C(C)N1C,9,nt
O=C(O)Cc1ccc(NS(=O)(=O)c2ccccc2Cl)cc1,-8,2.7%
CCOC(=O)c1nnn(-c2nc(N(C)C)nc(N(C)C)n2)c1C,-13,-7.4%
N#Cc1ccccc1NC(=O)C1CC(=O)N(c2ccc3c4c(cccc24)CC3)C1 (centres undefined),-14,4.9%
Cc1ccc(/C=N/NC(=O)CN2CCN(S(=O)(=O)c3ccc(Br)cc3)CC2)s1,8,-2.8%
C=CCN(N=Nc1cccc([N+](=O)[O-])c1)c1cccc([N+](=O)[O-])c1,-8,2.6%
CCC(C#N)(CC)P(=S)(c1ccccc1)c1ccccc1,-12,-1.6%
O=C(NCCCn1ccnc1)c1nn2c(C(F)(F)F)cc(-c3ccc(Br)cc3)nc2c1Cl,5,-6.6%
